# UPR CHOP act: activators of apoptotic CHOP UPR arm, primary screen, cell-based, CHO-CHOP luciferase reporter, luminescence, uHTS | UPR activation; percent of tunicamycin response over DMSO baseline | activation, % at 10 µM | 330,000 compounds, 0.34% hits | AID 449763, 2010;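 active means at 10 µM dose, activation of 40% or more, normalized to positive control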;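 further: 100% = tunicamycin at 10 µg/mL and 0% = DMSO alone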
#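 System: CHO CHOP reporter cells. Amount: 500 cells per well. Buffer or medium: F12 medium, 10% FBS. Compound dosing: one dose, 10 µM in 0.5% DMSO. Incubation: 6 h compound exposure at 37 °C after overnight seeding. Technique: Steady-Glo luciferase luminescence. Benchmarks: tunicamycin and DMSO controls.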
# CXCR6 inh: CXCR6 receptor inhibitors, primary screen, cell-based, beta-arrestin, luminescence, CHO-K1 PathHunter, 1536-well. inhibition, % at 20 µM. C-X-C chemokine receptor type 6 (Homo sapiens), O00574. 360,000 compounds, 0.36% hits; in the data active means inhibition above about 34%, passing the limit was not always enough;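 further: antagonist mode with CXCL16 agonist at 10 nM final; 0% = 10 nM CXCL16 with DMSO and 100% = unstimulated wells without agonist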
# Target sequence (O00574 whole entry, looked up): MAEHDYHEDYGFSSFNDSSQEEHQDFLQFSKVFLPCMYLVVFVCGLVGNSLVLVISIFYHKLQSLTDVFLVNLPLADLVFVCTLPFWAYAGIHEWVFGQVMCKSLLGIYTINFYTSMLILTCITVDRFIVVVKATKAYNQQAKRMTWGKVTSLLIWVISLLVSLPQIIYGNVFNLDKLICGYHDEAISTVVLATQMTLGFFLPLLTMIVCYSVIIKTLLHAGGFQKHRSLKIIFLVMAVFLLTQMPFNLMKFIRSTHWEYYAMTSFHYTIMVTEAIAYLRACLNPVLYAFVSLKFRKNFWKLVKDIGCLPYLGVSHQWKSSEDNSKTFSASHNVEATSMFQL
# APJ antag: antagonists of human apelin receptor APJ, primary screen, CHO-K1 cells, beta-arrestin complementation, luminescence; 330,000 compounds, 0.32% hits; inhibition, % at 20 µM; P35414;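 active means inhibition above about 40% at 20 µM, limit read from the data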;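 further: cells challenged with 10 nM apelin-13 agonist together with compound; plate controls were apelin-13 plus DMSO wells for no effect and DMSO wells lacking apelin-13 for full effect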
# Target sequence (P35414 whole entry, looked up): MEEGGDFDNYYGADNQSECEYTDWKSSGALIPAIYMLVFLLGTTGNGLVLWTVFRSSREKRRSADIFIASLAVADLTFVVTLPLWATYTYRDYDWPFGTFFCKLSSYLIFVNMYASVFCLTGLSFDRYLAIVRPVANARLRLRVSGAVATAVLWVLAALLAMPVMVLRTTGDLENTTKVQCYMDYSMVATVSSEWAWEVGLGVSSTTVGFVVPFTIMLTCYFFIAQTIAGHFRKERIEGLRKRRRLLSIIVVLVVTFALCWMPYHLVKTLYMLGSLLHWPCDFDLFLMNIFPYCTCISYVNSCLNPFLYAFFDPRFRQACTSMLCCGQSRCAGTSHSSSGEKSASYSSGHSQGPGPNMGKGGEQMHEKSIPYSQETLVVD
# TIM10 inh: growth inhibitors of isogenic TIM10 control yeast, primary screen, counter-screen for tim10-1 yeast inhibitor project, luminescence, uHTS; S. cerevisiae TIM10 strain growth, BacTiter-Glo luminescence, 24 h; inhibition, % at 10 µM; 330,000 compounds, 1.4% hits;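 active means inhibition of 40% or more at the single tested concentration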;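 further: wild-type TIM10 isogenic control strain grown at permissive 25 °C; 0% = DMSO yeast wells and 100% = minimal medium wells without yeast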
# XBP1 UPR activ: activators of adaptive XBP1 UPR arm, primary screen, cell-based, CHO-XBP1 luciferase reporter, luminescence, uHTS | activation, % at 20 µM | IRE1-XBP1 UPR activation; percent of tunicamycin response, DMSO as zero | 330,000 compounds, 0.33% hits;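 active means versus positive control, 20 µM dose yields 30% or more activation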;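 further: 100% = tunicamycin at 10 µg/mL and 0% = DMSO only wells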
#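 Assay system: IRE1-XBP1 luciferase reporter CHO line. Input: 1000 cells/well. Buffer or medium: F12 with 10% serum. Doses: 20 µM, 1% DMSO. Times: overnight seeding at 37 °C, 6 h compound treatment at 37 °C. Technique: Steady-Glo luciferase glow luminescence, 10 min after reagent addition.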
# tim10-1 inh: growth inhibitors of tim10-1 mutant yeast, primary screen, luminescence, uHTS; S. cerevisiae tim10-1 ts strain growth, BacTiter-Glo, 24 h; inhibition, % at 20 µM; 330,000 compounds, 2.2% hits; AID 463190, 2010;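 active means inhibition of at least 40%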;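 further: mutant grown at 25 °C; 0% = DMSO wells with yeast and 100% = wells holding no yeast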
# APJ agonist: agonists of human apelin receptor APJ, primary screen, CHO-K1 cells, PathHunter beta-arrestin, luminescence. AID 2520, 2010. 0% DMSO wells, 100% apelin. P35414. 330,000 compounds, 0.11% hits. activation, % at 20 µM;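 active means activation more than six SD over the plate average, tested at 20 µM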;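 further: 0% = DMSO alone and 100% = apelin-13 at 10 nM; some results filed as inactive read as strong as hits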
#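 assay system = CHO-K1 APJ beta-arrestin complementation cell line | input = cell density 1000 per well | dosing = compound 20 µM once, DMSO 1% | timing = compound 90 min 25 °C, reagent 1 h | measured by = luminescence from split beta-galactosidase complementation, Galacton Star/Emerald II substrate | read-out basis = APJ agonist activity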
# Mdm2 MdmX PPI: inhibitors of human Mdm2-MdmX association, primary screen, cell-based, luminescence, split luciferase, SaOS-2, uHTS | Protein Mdm4 (Homo sapiens) + E3 ubiquitin-protein ligase Mdm2 (Homo sapiens), … | SaOS-2 split-luciferase Mdm2/MdmX complementation | inhibition, % at 8 µM | 330,000 compounds, 3% hits;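 active means inhibition of at least 50% at 8 µM in the primary screen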
# tim23-1 inh: growth inhibitors of tim23-1 mutant yeast, primary screen, luminescence, uHTS; S. cerevisiae tim23-1 growth, BacTiter-Glo luminescence, 24 h; inhibition, % at 20 µM; 330,000 compounds, 1.3% hits; AID 463212, 2010;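 active means growth inhibition of the mutant yeast at or above 50%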;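 further: temperature-sensitive mutant grown at 25 °C; plate controls were DMSO-treated mutant yeast for no effect and medium wells lacking yeast for full effect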
# * hit, by the source's call.
SMILES,UPR CHOP act,CXCR6 inh,APJ antag,TIM10 inh,XBP1 UPR activ,tim10-1 inh,APJ agonist,Mdm2 MdmX PPI,tim23-1 inh
CC(C)(C)c1ccc(/C=N/N2C(=O)CSC2=S)cc1,-1.1,-1,4,19,-7,18,0,20,34
COc1ccc(CN2CCN(CCSc3ccc(C)cc3)CC2)c(OC)c1OC,-1.7,-2,-19,0,-2,5,-3,12,3
O=S(=O)(Nc1ccc(N2CCOCC2)cc1)c1c(F)cc(F)cc1Br,0.4,-4,-3,12,-6,-2,-1,3,1
CC#CC(=O)N1CCC(C(=O)Nc2ccc(Oc3ccccc3)nc2)CC1,7.2,-10,8,0,0,-24,7,-15,-11
CN(C(=O)c1ccccn1)c1nnc(-c2cnccn2)s1,-0.5,2,4,-10,-2,6,-3,-16,2
Cc1cccc(N(Cc2ccccc2)C(=O)c2ccc(F)c(S(=O)(=O)N3CCOCC3)c2)c1,2.5,5,-2,21,-1,34,-5,25,33
O=C(c1ccc(Cl)cc1)c1ccc(OCC(=O)N2CCOCC2)cc1,0.5,0,-8,-30,0,8,-6,10,17
CCOC(=O)c1cnn2c(C(F)(F)F)cc(-c3ccco3)nc12,0.5,2,4,3,-7,2,-7,20,-5
COCCNC(=S)c1ccc(Br)cc1,0.0,-14,7,0,-2,10,-6,-3,0
CCOC(=O)C1(Cc2ccccc2)CCCN(Cc2ccncc2)C1 (stereo unspecified),1.0,4,11,-11,1,-25,-2,-3,16
NC(=O)c1ncc(C(F)(F)F)cc1Oc1ccc(F)cc1,-1.5,7,15,3,-1,-3,-3,19,5
Cc1ccc(C)c2[nH]c(=O)c(C(c3nnnn3Cc3ccccc3)N3CCc4ccccc4C3)cc12 (stereo unspecified),-0.3,-1,4,23,-1,28,0,27,25
Cc1cc(C=O)c(C)n1-c1ccc(N2CCOCC2)cc1,-5.3,-6,-12,-22,-4,6,0,31,3
Cc1ccc2c(Cl)c(C(=O)Nc3cc(C)on3)sc2c1,4.6,0,-13,-17,2,2,2,-79,0
O=C(CSc1nnc2c(n1)[nH]c1ccc(S(=O)(=O)N3CCOCC3)cc12)Nc1ccc(F)c(F)c1,1.0,10,-6,11,-5,3,-3,5,0
CN1C(=S)N(c2cccnc2)C(=O)/C1=C\c1ccc(C(C)(C)C)cc1,7.3,3,2,55*,4,33,0,38,55*
O=C(Nc1cccc(C(F)(F)F)c1)c1cc2c(=O)c3ccccc3oc2nc1C(F)(F)F,-0.6,23,11,5,0,20,-3,40,-15
Cc1ccc(C(C(=O)Nc2ccc3c(c2)OCO3)N(C)C(=O)/C=C\c2ccc3c(c2)OCO3)cc1 (stereo unspecified),2.8,4,-11,24,0,32,-2,-2,25
COc1ccc(CCNC(=O)c2cc(S(=O)(=O)N(C)c3ccccc3)ccc2Cl)cc1,1.2,16,6,-3,-2,12,3,-4,14
CCNS(=O)(=O)c1ccc(CCC(=O)NCc2ccc(C)cc2)cc1,0.6,6,8,-5,-1,8,-1,7,0
COc1ccccc1N1CCN(Cc2cc3c(cc2O)OCO3)CC1,0.7,-10,1,12,12,-16,-2,-5,8
Cc1cccc2nc(-c3cccc(NC(=O)Cc4ccccc4)c3)cn12,3.0,-6,5,13,4,24,-3,9,15
CCC(=O)N1COC[C@@H]1Cc1ccccc1,3.2,-2,10,8,0,1,-1,-8,-6
COc1ccc(S(=O)(=O)N(C)c2nc3ccccc3n3c(CC(C)C)nnc23)cc1,4.7,3,-3,3,1,33,-1,16,28
O=C(c1cccc(COc2cccc3ccccc23)c1)N1CCCC1,6.2,9,-7,24,2,15,-8,50*,12
CCCc1ccc(OC(=O)c2ccc(O)cc2Cl)cc1,5.5,2,-4,41*,4,51*,-3,-82,42
C=C(C)CNC(=S)NNC(=O)CCn1c2ccc(Cl)cc2c2cc(Cl)ccc21,1.1,-15,20,23,-3,22,-3,54*,9
Cc1c(C)c2c(OCC(=O)NCCCO)cc3c(c2oc1=O)CCC(C)(C)O3,-0.9,18,15,-10,3,15,-4,17,8
O=C(Cc1cccc2ccccc12)Nc1nc2ccccc2[nH]1,0.0,5,7,34,7,24,4,21,24
CCOC(=O)CN(C#N)c1nc(N(C)C)nc(N(C)C)n1,-0.9,-1,7,22,-2,18,-4,-27,14

# Sorted by the number under CXCR6 inh (largest number first): 5 of the compounds above
Compound	CXCR6 inh	APJ antag	APJ agonist	Mdm2 MdmX PPI
Cc1c(C)c2c(OCC(=O)NCCCO)cc3c(c2oc1=O)CCC(C)(C)O3	18	15	-4	17
O=C(c1cccc(COc2cccc3ccccc23)c1)N1CCCC1	9	-7	-8	50*
CCCc1ccc(OC(=O)c2ccc(O)cc2Cl)cc1	2	-4	-3	-82
Cc1cccc2nc(-c3cccc(NC(=O)Cc4ccccc4)c3)cn12	-6	5	-3	9
COc1ccccc1N1CCN(Cc2cc3c(cc2O)OCO3)CC1	-10	1	-2	-5

# (listing goes on)
SMILES,UPR CHOP act,CXCR6 inh,APJ antag,TIM10 inh,XBP1 UPR activ,tim10-1 inh,APJ agonist,Mdm2 MdmX PPI,tim23-1 inh
CCn1c(=O)c2ccccc2n(CC(=O)N2CCCc3ccccc32)c1=O,-0.7,2,12,-3,-2,2,-2,15,-1
C1=Nc2c(Nc3ccccc3)ncnc2Oc2ccccc21,0.3,1,-15,10,3,33,-2,24,29
Cc1cc(C)c(NC(=S)N2CCC(N(C)CC3CCCO3)CC2)c(C)c1 (stereo unspecified),4.3,-3,-10,-1,1,9,-6,4,3
CC1CC(=O)Nc2ccccc2N1C(=O)Cn1cnc2ccccc2c1=O (stereo unspecified),1.7,9,9,0,-5,6,-2,4,8
CSC1=C(C#N)C(C)C2=C(CC(C)(C)CC2=O)N1 (stereo unspecified),0.8,2,4,-23,3,-23,-4,13,3
CCCNC(=O)C1CN(S(=O)(=O)c2ccccc2)CCN1S(=O)(=O)c1ccccc1 (stereo unspecified),-3.0,0,-3,17,-3,12,1,7,19
COc1ccccc1C1CCN(Cc2ccc(C)cc2)CC1,-1.6,5,9,10,-8,-4,-1,14,8
COc1ccc2nc(N3CCN(C(=O)c4ccc5ncsc5c4)CC3)sc2c1,-0.9,4,-2,1,-3,18,4,10,9
Cc1cccn2c(=O)nc(SCC(=O)N3CC(C)OC(C)C3)nc12 (stereo unspecified),-2.6,8,-41,-3,0,-21,-6,20,-17
Cc1ccc(OCCC(=O)OCC(=O)N2CCN(S(=O)(=O)c3ccc(C)cc3C)CC2)cc1,-1.7,5,7,18,-1,35,-2,8,35
Cc1nnc(C)c2c(C)n(-c3ccc4ncccc4c3)c(C)c12,0.7,4,0,0,-1,16,-1,8,-3
COc1cc(-c2cc(C(=O)Nc3ccccc3N3CCOCC3)c3ccccc3n2)cc(OC)c1OC,-0.8,16,1,7,1,31,0,46,23
CCOC(=O)c1ccn(CSc2c(F)c(F)cc(F)c2F)n1,1.3,1,0,6,-2,5,-3,14,11
Cc1ccc(-c2cc(-c3nnc(SCC(=O)NCC(C)C)n3N)c3ccccc3n2)cc1,0.9,-2,-1,0,3,4,-1,15,16
COc1cc(S(=O)(=O)Nc2ccc3c(c2)C(=O)N(C)C3=O)ccc1NC(C)=O,1.6,3,1,-7,3,4,-5,-11,2
Nc1ncnc(Sc2ccccc2)c1[N+](=O)[O-],-2.2,-2,1,10,-1,18,-2,14,30
COc1cccc(CN(C(=O)c2cccs2)C2CCS(=O)(=O)C2)c1 (stereo unspecified),-2.7,2,14,4,-6,-1,1,7,6
O=C(NCc1ccc2c(c1)OCO2)Nc1cccc(Cl)c1,1.0,-15,-21,28,-3,2,0,-4,53*
O=C1CCCc2c1nn(-c1ccccc1)[n+]2[O-],1.0,-1,-12,3,-3,3,3,-19,19
O=C(CN(C(=O)CNC(=O)c1ccco1)c1ccccc1F)NC1CCCCC1,0.5,-1,0,-9,-4,16,-2,2,16

# Compound profiles (already shown).
# Cc1cccc2nc(-c3cccc(NC(=O)Cc4ccccc4)c3)cn12 is listed as UPR CHOP act: 3.0; CXCR6 inh: -6; APJ antag: 5; TIM10 inh: 13; XBP1 UPR activ: 4; tim10-1 inh: 24; APJ agonist: -3; Mdm2 MdmX PPI: 9; tim23-1 inh: 15
# O=C(NCc1ccc2c(c1)OCO2)Nc1cccc(Cl)c1 is listed as UPR CHOP act: 1.0; CXCR6 inh: -15; APJ antag: -21; TIM10 inh: 28; XBP1 UPR activ: -3; tim10-1 inh: 2; APJ agonist: 0; Mdm2 MdmX PPI: -4; tim23-1 inh: 53*

# Next part.
SMILES,UPR CHOP act,CXCR6 inh,APJ antag,TIM10 inh,XBP1 UPR activ,tim10-1 inh,APJ agonist,Mdm2 MdmX PPI,tim23-1 inh
C=CCNC(=O)C(=O)NCC(c1ccc2c(c1)OCO2)N1CCOCC1 (stereo unspecified),-1.5,-1,5,-2,-5,-20,-2,10,-9
Cc1ccc(SCCC(=O)Nc2cccnc2)cc1,-0.1,-2,-8,1,0,-2,-1,16,5
CC(=O)NC(=S)Nc1ccccc1N1CCN(C(=O)c2ccccc2)CC1,0.6,2,7,6,-1,10,0,10,2
CC(=O)c1cc2c(cc1NC(=O)c1c(-c3ccccc3)noc1C)OCO2,-0.8,0,-1,7,-5,2,0,15,12
CCOC(=O)c1ccc(NC(=O)C2CCCO2)cc1 (stereo unspecified),3.3,-2,-8,7,2,8,1,4,14
S=c1[nH]nc(COc2ccccc2)n1/N=C/c1ccc(Br)cc1,-0.4,9,14,9,-7,33,-4,-18,17

# Screening data: PubChem, Sanford-Burnham Center for Chemical Genomics

# An excerpt; rates above refer to the full screens.
